Compound activity: PubChem, Broad Institute
SIRT5 inh = sirtuin-5 (human) deacylase inhibition; Q9NXA8; Purified SirT5, succinyl-peptide AMC, trypsin-coupled fluorescence; inhibition, % at 15 µM; hit rate 1.1% among 330,000; AID 652115; in the data active = inhibition above about 15%; inconclusive = no clear call, values can overlap the other calls
LGR2 inh = Drosophila LGR2 receptor signaling inhibition. HEK293 LGR2, CRE-luciferase, bursicon-stimulated, 4 h. inhibition, % at 9.99 µM. hit rate 0.35% among 380,000. AID 720647;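 active = drop in luminescence signal, shown as inhibition above about 50% in the replicate tests, limit read from the data, passing the limit was not always enough; inconclusive = probably only some replicates passing the limit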;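 note: agonist challenge used bursicon conditioned medium at about half maximal strength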
S100A4 MyoIIA = inhibitors of human S100A4 binding to myosin IIA peptide; S100A4/TAMRA-MyoIIA peptide fluorescence polarization; inhibition, % at 10.7 µM; hit rate 0.14% among 360,000;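 active = mean inhibition of at least 70% across replicates, with every replicate also reaching that level; inconclusive = mean inhibition reaches 70% but some replicates fall short; inactive = mean inhibition below 70%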
Target sequence (P26447 whole entry, looked up): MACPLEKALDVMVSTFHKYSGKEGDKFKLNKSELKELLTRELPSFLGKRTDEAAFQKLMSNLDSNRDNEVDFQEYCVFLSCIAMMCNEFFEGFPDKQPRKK
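Compound dosing: one dose per compound; test system: human S100A4 monomer with TAMRA-labelled myosin IIA peptide; probe or stimulus: TAMRA-labelled myosin IIA heavy-chain peptide probe, 5 nM; medium: HEPES buffer with Ca2+, pH 7.2; schedule: 5 min incubation before reading; benchmarks: neutral control DMSO, positive control TFP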
Statin myotox sup = suppression of simvastatin myotoxicity | C2C12 myotubes + simvastatin, ATP luminescence, 48 h; scaled: DMSO 0, geranylgeraniol control 100 | rescue of ATP level, % at 7.49 µM | hit rate 0.78% among 330,000;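 active = mean ATP rescue above about 67%, or every replicate alone reaching that limit, limit read from the data, passing the limit was not always enough; inconclusive = no clear call, values can overlap the other calls; inactive = mean under the limit and some replicate under it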;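 note: myotubes were challenged with 10 µM simvastatin during compound exposure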
ERAP1 inh = ERAP1 (human) enzyme inhibition. Q9NZ08. recombinant ERAP1, Leu-AMC fluorescence, 60 min. inhibition, % at 10.7 µM. hit rate 0.15% among 340,000. AID 652197;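 active = mean replicate inhibition of at least 30%, or all replicates individually reaching that 30% level; inactive = mean below 30% and not every replicate reaching it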;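 note: 0% = neutral control wells and 100% = L-leucinethiol positive control wells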
Target sequence (Q9NZ08 whole entry, looked up): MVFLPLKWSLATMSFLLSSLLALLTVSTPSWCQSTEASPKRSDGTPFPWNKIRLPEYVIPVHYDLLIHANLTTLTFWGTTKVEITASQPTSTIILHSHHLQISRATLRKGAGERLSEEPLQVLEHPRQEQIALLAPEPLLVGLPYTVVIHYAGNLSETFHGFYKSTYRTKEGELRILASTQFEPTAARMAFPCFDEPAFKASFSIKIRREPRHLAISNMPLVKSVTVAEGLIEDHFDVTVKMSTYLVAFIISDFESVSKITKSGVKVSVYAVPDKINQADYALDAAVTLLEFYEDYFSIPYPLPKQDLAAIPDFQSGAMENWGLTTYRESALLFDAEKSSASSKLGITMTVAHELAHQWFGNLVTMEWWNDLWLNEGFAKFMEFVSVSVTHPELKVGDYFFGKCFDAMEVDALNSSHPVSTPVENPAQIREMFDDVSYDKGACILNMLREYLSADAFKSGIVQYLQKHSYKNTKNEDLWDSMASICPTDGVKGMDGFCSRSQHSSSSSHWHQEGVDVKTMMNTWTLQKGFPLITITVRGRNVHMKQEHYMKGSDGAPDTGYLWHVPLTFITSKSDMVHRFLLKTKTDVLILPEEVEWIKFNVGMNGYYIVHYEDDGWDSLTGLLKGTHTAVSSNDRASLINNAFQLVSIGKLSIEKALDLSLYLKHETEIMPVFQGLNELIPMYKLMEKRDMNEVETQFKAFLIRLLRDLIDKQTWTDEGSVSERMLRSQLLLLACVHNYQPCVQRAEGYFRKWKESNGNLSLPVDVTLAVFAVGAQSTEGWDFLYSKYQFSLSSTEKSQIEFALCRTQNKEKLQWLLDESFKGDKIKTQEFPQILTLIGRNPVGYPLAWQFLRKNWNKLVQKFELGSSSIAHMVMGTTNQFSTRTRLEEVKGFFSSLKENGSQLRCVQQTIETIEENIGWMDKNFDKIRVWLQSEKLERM
Cneo AK release = causes C. neoformans cell lysis; adenylate kinase release luminescence, 4 h; normalised: neutral wells 0, clomiphene wells 100; lysis activity, % at 15 µM; AID 651654; hit rate 0.2% among 360,000;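 active = mean lysis activity across replicates of at least 80%, whatever share of replicates individually reach that level; inactive = mean lysis activity below 80%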
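Material – log-phase Cryptococcus neoformans yeast cells · Input – 5 × 10^6 yeast cells/mL · Medium – fresh YPD growth medium · Doses – single compound concentration per well · Timing – static 4 h at 37 °C with compound, 1 h detection · Detection – adenylate kinase release luminescence · Read-out – signal increase indicating cell lysis · Control set – Clomiphene as positive lysis control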
XiGFP reactiv = X-chromosome reactivation activator; activation, % at 7.58 µM; XiGFP mouse fibroblasts, % GFP-positive cells imaging, 3 d; cells co-treated with 5-aza-dC sensitizer; scaled so ellipticine positive control = 100%; hit rate 0.055% among 360,000;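 active = mean normalized replicate activation at least 10% and every replicate at or above 10%; inconclusive = only one of the two criteria met; inactive = mean below 10% and not all replicates reach 10%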;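 note: 0% = median of on-plate neutral control wells and 100% = ellipticine 6 µM median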
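Assay system: SV40-immortalized XiGFP fibroblast cells, line 68-5-11; buffer or medium: DMEM plus 5-aza-dC sensitizer; compound: one concentration, pinned; timing: compounds 3 days, fix/stain 15 min at room temperature; benchmarks: positive control ellipticine, 6 µM final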
PGC1a acetyl inh = modulators of PGC1a acetylation; U2OS PGC1a acetylation, AlphaScreen anti-acetyl-lysine; with virally co-expressed GCN5 acetyltransferase; inhibition, % at 15.6 µM; hit rate 0.17% among 350,000; AID 651687;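 active = every replicate shows inhibition of at least 40%; inconclusive = mean inhibition at least 40% but some replicate below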;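 note: 0% = neutral control wells and 100% = positive control wells; some results beyond the cut were filed as inactive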
* = called active by the depositor; ? = inconclusive; . = no result given; & = joins results of further samples. Some of the compounds tested; count on the stated rates, not on these rows.

Molecule	SIRT5 inh	LGR2 inh	S100A4 MyoIIA	Statin myotox sup	ERAP1 inh	Cneo AK release	XiGFP reactiv	PGC1a acetyl inh
CCOC(=O)C1=NNC2(c3ccc(C)cc3)C(=O)N(c3ccc(Cl)cc3)C(=O)C12 (centres undefined)	-2	-5	0	.	0	.	0.1	.
COc1ccc(CNC(=O)CCN2C(=S)NC(C)(C)CC2C)cc1 (centres undefined)	1	-5	-1	.	1	-1	-0.1	-3
CC(CCc1ccccc1)N1CCN(Cc2ccccc2)CC1 (centres undefined)	5	6	-4	.	-3	3	-0.1	-11
NC(=O)C1CCN(CC(=O)Nc2ccccc2Sc2ccccc2)CC1	-4	0	-6	.	0	.	0.0	.
COc1ccc(NC(=O)N(C)C[C@H]2OCCCC[C@@H](C)Oc3ccc(N(C)C)cc3C(=O)N([C@H](C)CO)C[C@@H]2C)cc1	-1&9&5	3&0	-21&-37&5	5&-7	12&0&-3	-2&-6&0	0.1&2.6	6&-2&-2
CCN(CC(=O)Nc1ccc(NC(C)=O)cc1)C(=O)c1ccc(N2C(=O)c3ccccc3C2=O)cc1	0	-14	-18	5	0	-1	0.0	1
COC(=O)C[C@H]1CC[C@H]2[C@@H](COC[C@H](O)CN2C(=O)Nc2ccccc2OC)O1	1	18	5	-27	3	1	0.2	6
CC(C)NC(=O)N(C)C[C@@H]1OCc2cn(nn2)CCCC(=O)N([C@@H](C)CO)C[C@H]1C	-1&-2	-8	7&15	0	1&-4	-1	0.6&0.0	-1
C[C@H]1CN([C@@H](C)CO)S(=O)(=O)c2ccc(C3=CCCCC3)cc2O[C@@H]1CN(C)Cc1ccccc1	.	7	.	-47	.	.	0.2	36
CCCn1nc(NC(=O)c2cccs2)c2cc3cc(C)ccc3nc21	-2	-16	-20	.	2	-18	0.0	-16
CC1CC(=O)c2cnc(Nc3ccccc3)nc2C1 (centres undefined)	-2	-28	-1	7	2	-4	.	2
CC(C)Nc1nc(NC(C)C)nc(Nn2cnnc2)n1	-2	1	-2	.	0	.	0.0	.
COc1ccc(-c2csc3nc(C)nc(N4CCCCC4)c23)cc1OC	-2	23	1	.	4	.	-0.2	.
COc1ccc(CN2C(=O)C(CC(=O)NCCc3ccccn3)CC(C(=O)N(C)C)=C2C)cc1 (centres undefined)	1	-7	8	7	.	0	0.1	-2
CCCC(=O)Nc1c2c(nn1-c1ccc([N+](=O)[O-])cc1)CS(=O)(=O)C2	-4	3	-20	11	-2	0	0.0	8
Cc1cccc(N2CCN(C(=O)c3cc(COc4ccc(F)c(F)c4)on3)CC2)n1	-8	-15	-1	32	-4	-1	0.1	-5
COCCCNC(=O)C(=O)N/N=C/c1cc2c(cc1Br)OCO2	-3	13	-1	.	3	.	0.3	5
COc1cc(CC(NC(C)=O)C(=O)NC2CCN(C(=O)Nc3ccccc3Cl)CC2)cc(OC)c1 (centres undefined)	6	4	0	.	0	.	0.1	.
COc1ccc(NC(=O)Nc2cccc3c2O[C@@H](CN(C)C(=O)NC(C)C)[C@H](C)CN([C@H](C)CO)C3=O)cc1	-6	8	6	-4	0	-5	0.0	0
CCCC[n+]1ccn(C2=C([O-])c3ccccc3C(=O)/C2=N\S(=O)(=O)c2ccc(Br)cc2)c1	0	13	?	.	0	.	0.0	.

Looked up by compound from the list above:
Molecule	SIRT5 inh	LGR2 inh	S100A4 MyoIIA	Statin myotox sup	ERAP1 inh	Cneo AK release	XiGFP reactiv	PGC1a acetyl inh
CCOC(=O)C1=NNC2(c3ccc(C)cc3)C(=O)N(c3ccc(Cl)cc3)C(=O)C12 (centres undefined)	-2	-5	0	.	0	.	0.1	.
COC(=O)C[C@H]1CC[C@H]2[C@@H](COC[C@H](O)CN2C(=O)Nc2ccccc2OC)O1	1	18	5	-27	3	1	0.2	6

(more compounds)
Molecule	SIRT5 inh	LGR2 inh	S100A4 MyoIIA	Statin myotox sup	ERAP1 inh	Cneo AK release	XiGFP reactiv	PGC1a acetyl inh
C/C=C/c1ccc([C@H]2[C@@H](CO)N(CC3CCCC3)[C@H]2CNS(C)(=O)=O)cc1	.	-18	.	-15	.	-1	0.2	5
CNc1cnn(-c2ccc(C)cc2)c(=O)c1Sc1ccc(C)cc1	2	-3	-1	.	1	.	0.0	-18
CC(=O)N1c2ccc(S(=O)(=O)N3CCCCC3)cc2CC1C(=O)Nc1cccc(C)c1 (centres undefined)	-1	17	-3	35	-6	3	0.3	-1
O=C(NC1CC1)c1ccc2c(Cl)c3c(nc2c1)CCCC3	-4	-18	-2	-3	1	-4	-0.1	.
CC1CCN(C(=O)COC(=O)c2ccc(Br)o2)CC1	-2	-39	2	6	-1	-2	.	?
C[C@@H]1CN([C@@H](C)CO)C(=O)c2cc(C#CCN(C)C)cnc2O[C@@H]1CN(C)Cc1ccc(F)cc1	-3	4	-15	-12	-3	-1	-0.9	2
O=C(NCCCN1CCOCC1)c1cccc(NC(=O)c2ccccc2)c1	-4	-1	3	5	3	4	0.0	0
O=C(NCc1ccccc1)[C@@H]1CCCN1C(=O)[C@@H](NS(=O)(=O)c1ccc(F)cc1F)C1CCCCC1	3	-9	-2	.	-2	.	0.1	.
O=C(c1ccc2c(c1)OCO2)N1CC(=O)N2[C@H](CO)[C@@H](c3ccc(C#CC4CCCC4)cc3)[C@@H]2C1	6	11	-11	.	1	.	0.5	-9
Cc1ccc(S(=O)(=O)N(C)C[C@H]2OCCCC[C@@H](C)Oc3ccc(NS(=O)(=O)c4c(C)noc4C)cc3C(=O)N([C@H](C)CO)C[C@@H]2C)cc1	0	-3	-7	.	-1	51	0.2	-2
Fc1ccc(COc2ccccc2CNc2nn[nH]n2)cc1	5	2	1	.	0	.	0.1	.
COc1ccc(-c2c(C)cc3oc(=O)cc(-c4ccccc4)c3c2C)cc1OC	1	-15	-4	3	.	-2	0.1	-1
CCCNC(=O)N(C)C[C@@H]1Oc2ncc(C#CCC3CCCC3)cc2C(=O)N([C@H](C)CO)C[C@@H]1C	-2	1	-13	.	-2	0	-0.9	-20
O=C(Nc1cccc(F)c1)N1CC(=O)N2[C@H](CO)[C@@H](c3ccc(C#CC4CC4)cc3)[C@H]2C1	-1	3	-24	.	0	.	0.4	17
COc1cc(/C=C/c2cc(C(=O)O)c3ccccc3n2)cc(OC)c1O	6	6	-16	.	17	.	0.1	.
OC(c1ccccn1)C1CCN(Cc2nc(C(c3ccccc3)c3ccccc3)no2)CC1 (centres undefined)	-5	17	-9	.	2	.	0.1	.
C[C@@H]1CN([C@H](C)CO)C(=O)c2cc(C#CCN(C)C)cnc2O[C@@H]1CN(C)C(=O)c1ccc2c(c1)OCO2	-11	9	-5	-11	0	0	-1.3	9
COc1ccc(C(C)=O)cc1COc1ccc(Cl)c(C)c1	-4	0	-6	-11	7	.	0.4	-23
COc1ccc(-c2cc3nc(-c4ccccc4)cc(N4CCCC(O)C4)n3n2)cc1 (centres undefined)	-8	24	-5	.	-1	.	0.0	.
Cc1ccccc1N1C(=O)C2ON(c3ccccc3)C(c3ccco3)C2C1=O (centres undefined)	23*	-6	2	.	6	.	0.0	.
Cc1ccc(-n2ncc3c(=O)n(Cc4cccnc4)cnc32)cc1	.	-68	.	-5	.	-2	.	3
Nc1ncccc1C(=O)OCC(=O)N1CCN(S(=O)(=O)c2ccc(Cl)cc2)CC1	-14	8	1	-6	-1	-1	0.1	14
O=C(Nc1ccccc1N1CCOCC1)c1ccc([N+](=O)[O-])s1	3	10	0	40	-2	-2	0.2	-5
O=C(c1ccc2c(=O)n(-c3ccccc3)c(=S)[nH]c2c1)N1CCCCC1	-1	5	2	-3	-4	0	0.2	14
CSc1ccccc1NC(=O)CN(C)C(C)C(=O)NCc1ccc2c(c1)OCO2 (centres undefined)	-4	1	-2	18	1	0	1.6	2
COc1cccc(C(=O)NNC(=O)c2ccccc2-n2cccc2)c1	1	6	-4	.	3	0	0.0	.
Cc1cccn2c(=O)nc(SCC(=O)N3N=C(c4cccs4)CC3c3ccc(F)cc3)nc12 (centres undefined)	0	7	-5	-35	-1	.	0.0	7
O=C1c2ccccc2C(=O)C1c1ccccc1F	-5	-13	-1	-2	1	2	0.0	8
CN(C)C(=O)CSc1nc2ccc(C(=O)c3ccccc3)cc2[nH]1	.	-8	1	-17	1	-3	0.1	-25
Cc1ccc(S(=O)(=O)N[C@H]2CC[C@@H](CCNC(=O)C3CCCC3)O[C@H]2CO)cc1	4	-19	24	4	1	57	0.0	8
CCCn1c2ccccc2c2cnn(CC(=O)NC3CCCCC3)c(=O)c21	-6	0	5	2	-6	0	0.1	2
CCCCC1=CC2=CC(=O)C(C)(OC(=O)CC)C(=O)C2=CN1CCc1ccccn1 (centres undefined)	.	-4	5	2	.	-2	0.1	.
CC1(C2CC2)NC(=O)N(CC(=O)N2CCN(S(=O)(=O)c3ccc(F)c(F)c3)CC2)C1=O (centres undefined)	-4	.	0	3	0	-3	0.1	.
COCCN(C(=O)COC(=O)/C=C/c1cccc(C(F)(F)F)c1)c1c(N)n(CC(C)C)c(=O)[nH]c1=O	-2	4	5	9	-1	0	0.1	10
O=C1CS/C(=N\N=C\c2ccccc2Cl)N1CC1CC1	-3	13	-11	.	2	.	0.2	.
COc1cc(C(=O)N/N=C/c2ccc(OC(=O)N3CCOCC3)cc2)cc(OC)c1OC	3	-8	-4	3	0	.	0.0	-7
CCCOc1ccc(CNC(=O)Cc2cccs2)cc1	-3	-11	-2	13	-3	-1	0.1	5
C[C@@H]1CN([C@@H](C)CO)C(=O)c2cc(NS(=O)(=O)c3ccccc3)ccc2O[C@H]1CN(C)Cc1ccc(C(=O)Nc2ccccc2N)cc1	.	4	-1	.	0	.	0.3	-6
CCOc1ccccc1/C=C/c1onc(C)c1S(=O)(=O)N1CCC(C(=O)NC)CC1	.	-8	3	3	-3	0	0.1	3
C=CCn1c(=S)sc2c(=O)[nH]cnc21	6	-9	-4	.	0	0	0.1	18
COCCN(Cc1nc(C2(c3ccc(C)cc3)CCCC2)no1)C(C)C	4	2	-2	-2	-5	0	0.1	-6
COc1ccc(-c2cc3cc4c(cc3cn2)OCO4)cc1	.	65*	15	7	0	-1	0.0	5
COc1ccc(N(CCC(=O)NCCc2ccccc2)S(=O)(=O)c2ccc(C)cc2C)cc1	-5	-1	-1	-2	-1	-1	0.1	-11
Cn1c(CCNC(=O)C2CCCCC2)nc2cc(NC(=O)c3cccs3)ccc21	-4	-3	0	.	-6	.	0.1	-5
CN1OC[C@@H]2CN(C(=O)c3cccc4ccccc34)[C@H](c3ccccc3Br)C[C@@H]21	-2	-3	2	9	.	-1	0.0	3
CSc1ccccc1C(=O)OCC(=O)N1CCCC1=O	2	1	-1	-13	-2	1	0.2	-10
Cc1cc(NC(=O)CCC(=O)N(c2cccc(F)c2)C(C(=O)NC2CCCC2)c2ccc(C)o2)no1 (centres undefined)	0	0	-2	-5	-3	-3	0.4	.
